# Screening data as filed in PubChem BioAssay.
# Pin1 inhibitor: qHTS Assay to Find Inhibitors of Pin1 | Peptidyl-prolyl cis-trans isomerase NIMA-interacting 1 (Homo sapiens), Q13526 | Potency, µM (highest dose often 115 µM), for inactives: at the top dose activity, negative = inhibition, most hits filed as inhibitors | 0.009% of 390,000 active | Pin1 FP peptide displacement, HiFluor488, 10 min | AID 504891, 2011; active = well fitted inhibition curve with a large enough effect in the polarisation, with a control signal flat, not every such curve was filed as active; inconclusive = small, poorly fitted or top-dose-only effect, or effect the other way, or a change in a side signal; inactive = no such curve, though single readings can be large or run the other way; the % refers to the polarisation; also: % is scaled to controls: 0 for no effect and ±100 for the full control effect
# HP1b binding inh: HTS for Inhibitors of HP1-beta Chromodomain Interactions with Methylated Histone Tails. 0.56% of 390,000 active. Potency, µM (highest dose often 114 µM), for inactives: at the top dose activity change, negative = inhibition, most hits filed as inhibitors. AlphaScreen HP1-beta / biotin-H3K9me3 peptide binding. AID 540317, 2011. Chromobox protein homolog 1 (Homo sapiens), P83916; also: nearly all actives have a fitted effect of over 70% in size; inactives centre near 23
#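 AlphaScreen: HP1-beta (50 nM) preformed 30 min with biotin-H3(1-18)K9me3 peptide (50 nM) in PBS pH 7.4, 0.01% Tween-20. Compound added for 30 min at RT, then streptavidin donor/nickel chelate acceptor beads (10 ug/mL) for 30 min.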
# TrxR1 inh: qHTS Assay for Inhibitors of Mammalian Selenoprotein Thioredoxin Reductase 1 (TrxR1): qHTS; recombinant rTrxR1, NADPH fluorescence consumption, selenite substrate; 1% of 390,000 active; Potency, µM (series often up to 114 µM), for the others: top-dose activity change, negative = inhibition, hits mostly inhibitors; AID 588453, 2011; Thioredoxin reductase 1, cytoplasmic (Rattus norvegicus), O89049; also: % is scaled to controls: 0 for no effect and ±100 for the full control effect; nearly all actives have a fitted effect of over 65% in size
# Target sequence (O89049 whole entry, looked up): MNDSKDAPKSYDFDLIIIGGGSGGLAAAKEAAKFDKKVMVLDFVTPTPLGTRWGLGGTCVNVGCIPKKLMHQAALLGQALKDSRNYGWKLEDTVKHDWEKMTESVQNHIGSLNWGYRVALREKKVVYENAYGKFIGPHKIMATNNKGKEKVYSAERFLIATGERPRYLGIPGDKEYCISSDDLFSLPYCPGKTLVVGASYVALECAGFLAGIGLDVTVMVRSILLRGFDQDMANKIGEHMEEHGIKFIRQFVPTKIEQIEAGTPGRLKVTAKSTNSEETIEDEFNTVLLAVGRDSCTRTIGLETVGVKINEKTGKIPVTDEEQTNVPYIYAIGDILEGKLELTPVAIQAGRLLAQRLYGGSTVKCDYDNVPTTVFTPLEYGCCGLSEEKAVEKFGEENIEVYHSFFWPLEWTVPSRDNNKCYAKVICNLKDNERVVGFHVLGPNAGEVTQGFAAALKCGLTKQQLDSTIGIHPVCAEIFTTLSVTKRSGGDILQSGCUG
#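 Rat TrxR1 (90 nM in the dispensed reagent) was pre-reduced with 400 uM NADPH for 5 min at room temperature, then incubated with compound for 15 min. After 400 uM selenite was added, NADPH fluorescence (Ex 340/Em 450 nm) was followed for 8 min.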
# ALOX12 inh: Primary qHTS assay for inhibitors of human arachidonate 12S-lipoxygenase (ALOX12): Round 2 | Potency, µM (titrated, usually from 108 µM), without a hit: top-dose activity change, negative = inhibition, hits mostly inhibitors | 1.1% of 580,000 active | AID 1671190, 2021 | purified 12hLO, xylenol orange hydroperoxide absorbance; also: % is scaled to controls: 0 for no effect and ±100 for the full control effect
#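 Hydroperoxide product was detected by ferrous iron/xylenol orange as the 573 to 405 nm absorbance ratio. Arachidonic acid at 40 uM (final) was turned over for 30 min at room temperature by 150 nM human 12hLO, pH 7.0 Hepes buffer, after 15 min compound preincubation.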
# ERG Ets-DNA blk: qHTS for Small Molecule Inhibitors of the ERG Ets/DNA interaction | 0.028% of 370,000 active | Potency, µM (highest dose often 76.9 µM), for inactives: at the top dose FP activity, negative = inhibition, hits mostly inhibitors | fluorescence polarization, His-ERG Ets domain / labelled DNA | Transcriptional regulator ERG (Homo sapiens), P11308; active = well fitted inhibition curve with a large enough effect in the polarisation, with a control signal flat; inconclusive = small, poorly fitted or top-dose-only effect, or effect the other way, or a change in a side signal; inactive = no such curve, though single readings can be large or run the other way; the % refers to the polarisation;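 also: polarization taken with two DNA probes labelled with fluorescein and Texas red; % of control where 0% means no effect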
# Target sequence (P11308 whole entry, looked up, the tested form may be a part): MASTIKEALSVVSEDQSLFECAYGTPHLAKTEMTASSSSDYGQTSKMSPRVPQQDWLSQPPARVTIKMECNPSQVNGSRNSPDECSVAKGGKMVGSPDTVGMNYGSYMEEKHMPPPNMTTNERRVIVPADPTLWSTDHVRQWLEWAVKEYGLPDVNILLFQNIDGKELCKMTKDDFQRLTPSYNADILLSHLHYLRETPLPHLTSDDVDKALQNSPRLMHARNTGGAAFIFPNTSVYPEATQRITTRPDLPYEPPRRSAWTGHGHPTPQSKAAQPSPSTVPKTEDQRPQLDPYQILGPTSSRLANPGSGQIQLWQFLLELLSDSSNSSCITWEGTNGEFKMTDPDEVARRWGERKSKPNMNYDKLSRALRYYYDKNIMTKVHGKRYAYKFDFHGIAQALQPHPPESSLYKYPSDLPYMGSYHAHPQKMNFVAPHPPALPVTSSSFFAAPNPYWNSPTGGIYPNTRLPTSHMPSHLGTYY
#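 His-tagged ERG Ets domain (1 uM in the protein solution; 300mM KCl, 50mM Tris-HCl, 1mM EDTA, 1mM DTT, pH 7.5) received compound, then a probe mix of 5 nM fluorescein-DNA and 100nM Texas-615-DNA. Fluorescence polarization was read for both dyes.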
# GLS inh: qHTS for Inhibitors of Glutaminase (GLS). Glutaminase kidney isoform, mitochondrial (Homo sapiens), O94925. GLS enzymatic activity, qHTS titration. Potency, µM (titrated, usually from 45.5 µM), without a hit: top-dose activity change, negative = inhibition, usual class: inhibitors. 0.21% of 410,000 active. AID 624170, 2012; also: % is scaled to controls: 0 for no effect and ±100 for the full control effect
#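 Enzyme dispensed in phosphate buffer (45 mM, pH 8.2, 0.02% Tween-20), compounds pinned in, then 1 mM L-glutamine solution and the glutamate oxidase–HRP–Amplex Red mix added; fluorescence read immediately and again after 30 min at room temperature.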
# RGS4 inhibitor: Inhibitors of Regulator of G Protein Signaling (RGS) 4: qHTS; Regulator of G-protein signaling 4 (Homo sapiens), P49798; Transcreener GDP fluorescence polarization, RGS4-accelerated GTP hydrolysis; Potency, µM (titrated, usually from 114 µM), inactives show at the highest dose activity change, negative = inhibition, hits mostly inhibitors; 0.039% of 390,000 active; AID 504845, 2011; also: % is scaled to controls: 0 for no effect and ±100 for the full control effect; nearly all actives have a fitted effect of over 75% in size; some results filed as inactive show a strong effect at the top dose
#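 MLSMR compounds (23 nl, pin-transferred) preincubated 10 min at room temperature with a 500nM (2x) first reagent, then RGS4 at 900nM (2x) plus Transcreener GDP mix added; fluorescence polarization (620/688 nm) read before and after 90 min at 30 °C.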
# JMJD2A Tudor inh: qHTS Assay for Inhibitors of JMJD2A-Tudor Domain | Lysine-specific demethylase 4A (Homo sapiens), O75164 | AlphaScreen JMJD2A-Tudor / H3K4me3 peptide binding | Potency, µM (highest dose often 114 µM), for the others: top-dose activity change, negative = inhibition, hits mostly inhibitors | 4.4% of 390,000 active; also: % is scaled to controls: 0 for no effect and ±100 for the full control effect; nearly all actives have a fitted effect of over 50% in size
# PGK inhibitor: qHTS Assay to Find Inhibitors of Phosphoglycerate Kinase; Potency, µM (highest dose often 57.5 µM), for inactives: at the top dose activity change, negative = inhibition, actives largely listed as inhibitors; 0.043% of 380,000 active; Phosphoglycerate kinase, glycosomal (Trypanosoma brucei brucei), P07378; AID 602233, 2012; PGK/GAPDH coupled, Kinase-Glo luminescence, 60 min; also: % is scaled to controls: 0 for no effect and ±100 for the full control effect; nearly all actives have a fitted effect of over 60% in size
#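 Recombinant glycosomal PGK reaction used 1,3-bisphosphoglycerate generated in-well by GAPDH (100nM final) in 100mM TEA pH 7.6, 5mM MgCl2, 0.01% Tween-20. After 60 minutes at room temperature, ATP was read by Kinase-Glo Plus luminescence end-point.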
# An asterisk follows results filed as active; i = inactive; ? = inconclusive; / = not tested or not shown; & = joins results of further samples; [ ] = another dose, or the depositor's remark. Unless noted, calls follow the shape of the dose curve; as a rule, active = well fitted curve in the direction sought with a large enough effect; inconclusive = small, poorly fitted or top-dose-only effect, or another doubt; inactive = no such curve, though single readings can be large; an effect the other way counts as inactive or inconclusive. Potency is read from the fitted curve at half-maximal effect.
# The first 2 records, to show the layout:
Pin1 inhibitor | HP1b binding inh | TrxR1 inh | ALOX12 inh | ERG Ets-DNA blk | GLS inh | RGS4 inhibitor | JMJD2A Tudor inh | PGK inhibitor | SMILES
4% | 8% | -18% | 0% | 10% | -1% | 31% | -11% | -1% | COc1ccc(OC)c(C(=O)c2ccc(C(=O)N3CCCCC3)cc2)c1
-7% | 13% | -10% | 5% | 4% | 11% | 3% | -23% | 5% | NC[C@H](Cc1ccccc1)NCCc1cc(C(F)(F)F)cc(C(F)(F)F)c1

# The list itself (from the top)
Pin1 inhibitor | HP1b binding inh | TrxR1 inh | ALOX12 inh | ERG Ets-DNA blk | GLS inh | RGS4 inhibitor | JMJD2A Tudor inh | PGK inhibitor | SMILES
4% | 8% | -18% | 0% | 10% | -1% | 31% | -11% | -1% | COc1ccc(OC)c(C(=O)c2ccc(C(=O)N3CCCCC3)cc2)c1
-7% | 13% | -10% | 5% | 4% | 11% | 3% | -23% | 5% | NC[C@H](Cc1ccccc1)NCCc1cc(C(F)(F)F)cc(C(F)(F)F)c1
-7% | -7% | 17%[57.1 µM] | -19% | -10% | 2% | -36% | ? | -10% | CS(=O)(=O)N(CCc1ccccc1)CC(=O)NCc1ccc(Cl)cc1
? | 21% | -10% | 0% | 6% | 0% | ? | -6% | i | Cc1ccc(S(=O)(=O)c2cc3c(=O)n4ccccc4nc3n(Cc3ccco3)c2=N)cc1C
-1% | 53%[activator] | 1% | -5% | 1% | 39%[activator] | -37% | -6% | -3% | O=C1C(Cc2ccc(O)cc2)NC(=S)N1c1ccccc1 (configuration not stated)
-6% | 22µM* | -28% | ? | -8% | 39%[activator] | ? | 79µM* | 6% | Cc1cc(Cl)ccc1N=c1ssnc1Cl
-9% | 37% | -3%[57.1 µM] | 1% | 0% | 1% | 4% | -6% | 3% | Cn1cc(S(=O)(=O)N2CCc3ccccc3C2)c(=O)n(C)c1=O
-4% | 28% | 3%[57.1 µM] | -22% | -4% | -2% | -9% | -6% | i | COc1ccc(NC(=O)CSc2nc3ccccc3n2CC(=O)N(C)C2CCCCC2)cc1
-7% | 21% | 13%[11.4 µM] | 0% | -5% | -13% | -1% | -3% | i | CCn1ccnc1CN1CCN(CCC(C)C)C(CCO)C1 (configuration not stated)
8% | 9% | 3% | -19% | -5% | -1% | 13% | -17% | 3% | Oc1oc(-c2ccco2)nc1C=Nc1cccc(Cl)c1

# An excerpt from above in order of the ERG Ets-DNA blk value, lowest first:
molecule,ERG Ets-DNA blk
CS(=O)(=O)N(CCc1ccccc1)CC(=O)NCc1ccc(Cl)cc1,-10%
Cc1cc(Cl)ccc1N=c1ssnc1Cl,-8%
Oc1oc(-c2ccco2)nc1C=Nc1cccc(Cl)c1,-5%
COc1ccc(NC(=O)CSc2nc3ccccc3n2CC(=O)N(C)C2CCCCC2)cc1,-4%
Cn1cc(S(=O)(=O)N2CCc3ccccc3C2)c(=O)n(C)c1=O,0%
NC[C@H](Cc1ccccc1)NCCc1cc(C(F)(F)F)cc(C(F)(F)F)c1,4%
Cc1ccc(S(=O)(=O)c2cc3c(=O)n4ccccc4nc3n(Cc3ccco3)c2=N)cc1C,6%

# Next section.
Pin1 inhibitor | HP1b binding inh | TrxR1 inh | ALOX12 inh | ERG Ets-DNA blk | GLS inh | RGS4 inhibitor | JMJD2A Tudor inh | PGK inhibitor | SMILES
-3% | 12% | -8% | -9% | 3% | 0% | 6% | -10% | / | CCOc1cc(C=O)cc(Cl)c1OCC(N)=O
0% | 1% | 12%[57.1 µM] | 6% | -4% | 1% | 7% | -9% | -5% | COc1cc(C2c3[nH]c4ccccc4c3C[C@H]3C(=O)N(CCO)CC(=O)N23)cc(OC)c1OC (some centres not stated)
6% | 16% | 1% | -17% | 10% | 6% | 8% | -33% | 0% | COc1ccc(NC(=O)Nc2ccc3c(c2)C(=O)N([C@H](C)CO)C[C@H](C)[C@@H](CN(C)S(=O)(=O)c2ccc(F)cc2)O3)cc1
25% | 11% | 19% | ? | 4% | 7% | 19% | -15% | 6% | Cc1ccc(-c2nc(CS(=O)(=O)CC(=O)Nc3cc(C)ccc3C)c(C)o2)cc1
-4% | 15% | -4% | 407%[activator] | / | 5% | -16% | -6% | -1% | CCCn1ccnc1SCC(=O)Nc1c(C)n(C)n(-c2ccccc2)c1=O
19% | 33% | 27% | ? | 7% | ? | -5% | 5% | -2% | N/C(Cc1ccc(Cl)cc1Cl)=N\OC(=O)c1ccc(Br)o1
0% | -5% | 8% | -16% | 5% | -4% | -5% | -19% | -3% | CCc1ccccc1N(CC)C(=O)c1c(C)oc2ncn(C)c(=O)c12
-1% | -3% | 19% | 248%[activator][57.4 µM] | -1% | -3% | -26% | ? | i | CC(C)CC(=O)Nc1ccccc1N1CCOCC1
0% | 44%[activator] | 9% | -3% | 18% | 5% | -4% | -2% | i | COCCOC(=O)c1c(C)oc2ccc(NS(=O)(=O)c3ccc(F)cc3)cc12
-6% | 28% | 10µM* | ? | -9% | 39%[activator] | ? | -6% | -3% | CC1(C)CC(=O)C(C(C#Cc2ccccc2)C2=C(O)CC(C)(C)CC2=O)=C(O)C1
-6% | 10% | 29% | -17% | 9% | 13% | 2% | -22% | -13% | COc1ccc2nc(NC(=O)C34CC5CC(CC(NC(C)=O)(C5)C3)C4)sc2c1
3% | 21% | 2%[57.1 µM] | ? | 21% | -7% | 9% | -15% | 7% | N=c1occ(C(=O)c2cc(F)ccc2O)cc1C(=O)NC1CCCCC1
1% | -11% | 8% | -10% | 0% | 15% | -19% | ? | -3% | Cc1cccc(C2CC(=O)Nc3cc4c(cc32)OCO4)c1 (configuration not stated)
0% | -2% | -43% | -7% | 1% | 0% | 14% | -28% | -12% | Cc1ccc(S(=O)(=O)N2CCN(C)CC2)c(C)c1N(C)S(=O)(=O)c1ccc(Cl)cc1
-15% | 26% | 1%[57.1 µM] | -7% | -3% | -6% | 3% | -16% | 10% | CC(=O)Oc1cccc(N2C(=O)C3CC=C(Cl)CC3C2=O)c1 (configuration not stated)
-15% | ? | 20µM* | / | -23% | 0% | -45%&-131% | 40µM* | i | CCC(C)Nc1ccc(NC(C)CC)cc1 (configuration not stated)
-1% | 16% | -2% | -26% | 14% | 3% | 8% | -15% | -5% | O=C(NN1C(=O)C2C3c4ccccc4C(c4ccccc43)C2C1=O)c1ccc(Cl)cc1 (configuration not stated)
-1% | 28% | 6% | 12% | -2% | 5% | 1% | -5% | 6% | CCN(Cc1ccccc1)C(=O)CN1C(=O)c2ccccc2S1(=O)=O
10% | 41% | 2% | 4% | 2% | -3% | -32% | 0% | i | Cc1nc(-c2cccc(NC(=O)COc3ccc(Cl)cc3)c2)cs1
-3% | 18% | 13%[57.1 µM] | 0% | 5% | 3% | -7% | -6% | i | O=C(NN1C(=O)C2C3C=CC(C3)C2C1=O)c1ccccc1 (configuration not stated)
4% | -11% | -13% | ? | 9% | 44%[activator] | -22% | ? | -4% | COc1ccc(S(=O)(=O)Nc2cc3c(cc2NCc2ccccc2)n(C)c(=O)n3C)cc1OC
-1% | 35% | 0% | 6% | -6% | 5% | -4% | -15% | 8% | CN(Cc1c(C(=O)N/N=C/c2cc(F)ccc2F)nnn1-c1nonc1N)C1CCCCC1
-3% | 49%[activator] | 13% | -1% | 0% | -6% | -3%[11.4 µM] | 5% | i | CC(C)[C@H](NC(=O)C1CCN(S(=O)(=O)c2ccccc2)CC1)C(=O)NCc1ccncc1
12% | 26%[57 µM] | 20%[57.1 µM] | ? | -2% | 1% | -13% | -12% | -4% | CCOc1ccc(NC(=O)c2cnc(N3CCCCC3)c3ccccc23)cc1
2% | 21% | 17% | 368%[activator] | -5% | -3% | -20% | -9% | -1% | Cc1cnc(NC(=O)COc2ccc3c(c2)CCC3)s1
0% | 10% | 2%[57.1 µM] | 14% | -4% | 0% | 20% | -24% | -4% | O=C(NCCc1ccccc1)C1CCN(C(=O)c2sccc2-n2cccc2)CC1
-3% | 44%[activator] | 2% | -6% | 3% | 7% | -1% | 3% | 1% | O=C1CSc2ccc(C(=O)NCc3ccccn3)cc2N1
2% | 47%[activator] | 10% | 1% | 5% | 11% | 3% | -1% | 11% | CCN(CC)S(=O)(=O)c1ccc(Oc2ccccc2)c(N)c1
-7% | 23% | 16% | -10% | -3% | 16% | 0% | -12% | i | O=S(=O)(Nc1cccc(-n2cnnn2)c1)c1cc(Cl)ccc1Cl
2% | 18% | 4%[57.1 µM] | -4% | 3% | 5% | 15% | -15% | 19% | CCCNC(=O)CNC(=S)N(Cc1ccccc1F)C1CCCCC1
1% | -8% | 13% | 16% | 4% | -6% | 3% | -19% | -3% | O=C(Nc1nc2ccccc2[nH]1)c1cc(F)cc(F)c1

# Only part of the results is shown, so the mix of outcomes need not match the whole.
